# Screening data: PubChem BioAssay, several laboratories
# VIM-2 inhibitor: inhibitors of Pseudomonas aeruginosa VIM-2 metallo-beta-lactamase; AID 1527; 290,000 tested, 0.89% active; purified VIM-2, nitrocefin hydrolysis, epi-absorbance fluorescence; inhibition, % at 5.6 µM;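 active means inhibition above the mean of all tested compounds plus 3 SD, cutoff set per screening run, cut at about 7.5% in these data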;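 further: red hydrolysis product quenches plate fluorescence so inhibitors raise well fluorescence; 0% = enzyme with DMSO and 100% = DMSO without enzyme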
# NS3 helicase inh: inhibitors of Hepatitis C virus NS3 helicase. NS3 helicase DNA unwinding, Cy5 molecular beacon fluorescence. inhibition, % at 10.9 µM. 290,000 tested, 0.56% active;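 active means inhibition above the mean of all tested compounds plus 3 SD, set per campaign, cut at about 35% in these data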;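 further: 0% = DMSO wells and 100% = thioflavine S control wells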
#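 System: HCV NS3 helicase fragment; control set: DMSO and thioflavine S; technique: Cy5 fluorescence at 0 and 60 min, beacon hairpin quenching; reagent: beacon DNA duplex substrate plus ATP; replicates: singlicate; schedule: 1 h reaction at 25 °C, ATP-initiated; medium: MOPS buffer pH 6.5 with MgCl2, DTT, Tween20, BSA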
# GalR3 antagonist: blocks the human galanin receptor 3; inhibition, % at 3 µM; 360,000 tested, 0.44% active; HEK293 GalR3-CNG cAMP membrane potential fluorescence; galR3 body fused to GalR1 C-terminus; AID 651719; O60755;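 active means inhibition above the screen-wide average plus 3 SD, cut at about 13% in these data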;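 further: forskolin and galanin both at EC90 stimulate the cells; cAMP rise reported by CNG channel membrane potential dye signal; 0% = forskolin plus galanin with DMSO and 100% = forskolin alone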
# Target sequence (O60755 1-299 limits assumed): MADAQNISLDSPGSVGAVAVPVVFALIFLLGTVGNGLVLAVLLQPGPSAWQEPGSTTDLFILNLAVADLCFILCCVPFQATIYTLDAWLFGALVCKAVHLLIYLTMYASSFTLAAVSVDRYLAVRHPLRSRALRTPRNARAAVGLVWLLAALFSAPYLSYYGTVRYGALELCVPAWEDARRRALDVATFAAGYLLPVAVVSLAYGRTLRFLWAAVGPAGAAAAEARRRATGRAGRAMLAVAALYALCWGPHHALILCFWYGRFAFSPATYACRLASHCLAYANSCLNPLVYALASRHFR
# CRFBP-R2 block: antagonists of CRF-binding protein/CRF-R2 receptor complex; HEK293 CRF-R2/CRF-BP, CRF-induced calcium fluorescence; inhibition, % at 11.8 µM; 350,000 tested, 0.59% active;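 active means inhibition of the ligand-induced calcium signal above about 50% at the single tested concentration, limit read from the data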
# IDE cell inh: cellular human IDE inhibition; HEK cells, FAbetaB cleavage, fluorescence polarization; inhibition, % at 5.59 µM; 320,000 tested, 0.41% active; AID 434962;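 active means percent inhibition above the average of all tested compounds plus 3 SD, set per screening campaign, cut at about 16% in these data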;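 further: IDE supplied by intact live HEK cells; FP after avidin binding of uncleaved biotin substrate so inhibition keeps polarization high; 0% = DMSO wells and 100% = 60 µM reference IDE inhibitor Ii1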
# IMP-1 inhibitor: inhibitors of Pseudomonas aeruginosa IMP-1 metallo-beta-lactamase; purified IMP-1, nitrocefin hydrolysis, epi-absorbance fluorescence; inhibition, % at 5.6 µM; 290,000 tested, 0.45% active; AID 1556;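 active means inhibition above the mean plus 3 SD of all compounds in the same screening run, cut at about 4.5% in these data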;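 further: 0% = IMP-1 with DMSO and 100% = DMSO wells lacking enzyme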
#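 System: purified recombinant IMP-1 beta-lactamase. Medium: Zinc- and detergent-supplemented HEPES buffer, pH 7.1. Compound: one 5.6 µM dose […]. Schedule: 15 min preincubation plus 25 min reaction at 25 °C. Technique: Epi-absorbance fluorescence, 480 nm excitation, 530 nm emission.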
# UBC9 SUMO inh: blocks human SUMOylation mediated by UBC9 | P63279 | HTRF SUMOylation assay, SAE1/SAE2 + UBC9, in vitro | inhibition, % at 35 µM | 290,000 tested, 0.36% active | AID 2006; in the data active means inhibition above about 50%, passing the limit was not always enough; further: strong numbers were not always called active
# Target sequence (P63279 whole entry, looked up): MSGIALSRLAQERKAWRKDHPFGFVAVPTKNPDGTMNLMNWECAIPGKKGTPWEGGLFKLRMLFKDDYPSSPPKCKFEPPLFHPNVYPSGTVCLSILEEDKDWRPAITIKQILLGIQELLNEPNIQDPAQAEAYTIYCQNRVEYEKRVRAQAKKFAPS
# IDE cell activ: IDE (human) activation, cell-based; activation, % at 5.96 µM; P14735; HEK cells, FAbeta-B cleavage, fluorescence polarization; 0% vehicle, 100% cell-free pure enzyme wells; 340,000 tested, 0.073% active;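 active means activation above the mean of all tested compounds plus 3 SD, set per screening campaign, cut at about 17% in these data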
# p-CIP stab down: lowers stability of the mouse p/CIP coactivator protein; F442A p/CIP-EGFP cells, EGFP fluorescence, 16 h; decrease of EGFP signal, % at 10 µM; 290,000 tested, 0.01% active;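 active means EGFP signal decrease of at least 30% at 10 µM or well 3 SD below plate mean, unless failing retest; inactive means the rest, including hits failing retest or dose response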; further: some compounds called inactive have numbers as strong as hits; many of its hits are not listed in these tables
# * hit, by the source's call; / = not tested or not shown.
structure	p-CIP stab down	UBC9 SUMO inh	VIM-2 inhibitor	IDE cell activ	NS3 helicase inh	CRFBP-R2 block	IMP-1 inhibitor	IDE cell inh	GalR3 antagonist
COc1cccc(C(=O)NN/C(C)=C/C(=O)C(F)(F)C(F)(F)C(F)(F)F)c1	9.0	-1.0	-2.6	1.4	3.5	37.3	-3.9	4.7	-10.2
CC1CCN(CC(=O)NCc2ccccc2)CC1	-1.6	-7.2	-1.5	-3.4	5.3	-5.0	-2.2	-8.0	-2.0
Cc1ccc(NC(=O)c2cc(S(=O)(=O)N3CCc4ccccc43)cn2C)cc1	-6.2	8.0	-0.3	10.1	-3.9	-21.1	-3.5	-2.4	1.2
O=C(COc1ccc([N+](=O)[O-])cc1)NNC(=O)Nc1ccc([N+](=O)[O-])cc1	13.0	-4.0	-2.0	8.5	0.8	0.6	-2.8	0.0	-4.1
CCCn1nc(NS(=O)(=O)c2cccc3nonc23)c2cc3cc(C)ccc3nc21	-16.5	0.5	-3.8	2.6	17.1	4.8	-2.9	-0.2	-7.5
Cc1ccc(S(=O)(=O)/N=C2/C=C(Sc3ncn[nH]3)C(=O)c3ccccc32)c(C)c1	-3.5	95.5*	-1.4	/	33.0	/	-3.0	7.2	/
CC(=O)Nc1ccc(N2C(=O)CSC2c2ccccc2[N+](=O)[O-])cc1 (stereo unspecified)	1.6	13.9	-3.0	3.0	-0.3	10.1	-3.1	-0.7	2.8
O=C(O)CCC(=O)Nc1cccc(-c2nc3ccccc3o2)c1	5.6	-2.7	1.2	-0.3	17.6	9.9	0.1	/	-4.7
CC(C)C1Cc2c(sc3ncnc(NN)c23)CO1 (stereo unspecified)	-15.8	-7.0	-3.0	-3.3	2.7	-7.8	-1.2	0.2	-6.6
C[C@@H]1NC(=O)[C@H](CCCN=C(N)N)NC(=O)c2cc([N+](=O)[O-])cc(I)c2NCCC[C@@H](C(N)=O)NC1=O	-7.4	-8.5	0.1	4.1	-5.7	6.3	-2.5	-0.3	-1.2
Cc1cc(S(=O)(=O)NC2CCN(Cc3ccccc3)CC2)c(C)cc1Cl	-9.0	-11.3	-3.6	6.9	-0.5	-9.3	-3.1	8.2	2.2
O=S(=O)(N/N=C\c1cccc(F)c1)c1ccccc1	0.6	16.5	-0.7	3.8	-2.6	38.0	-0.5	2.6	-0.5
COc1cc2c(cc1OC)C(NC(=O)c1ccc(C)cc1)CC2=O (stereo unspecified)	-11.3	1.8	-0.6	0.2	-14.2	-12.5	-2.0	-1.4	-7.4
COc1cccc(C(=O)O/N=C(\N)c2ccccn2)c1	2.6	-4.8	-1.4	8.2	-1.4	2.4	-1.7	-4.9	-1.5
O=C(COc1ccccc1)NCCSCc1ccc(Cl)cc1	-7.9	2.1	-3.0	8.3	-13.0	11.1	-3.0	-2.0	5.2
CCOC(=O)N1CCN(C(=O)CNC(=O)c2nn(-c3ccc(OC)cc3OC)c(=O)c3ccccc23)CC1	-0.1	4.2	-5.6	-1.9	2.3	-2.1	-4.2	-3.0	-7.1
CCN1C(=C(C#N)C#N)C=Cc2cc(C)ccc21	-4.4	34.3	2.2	5.2	-6.0	-18.4	-1.9	3.4	-2.0
CC1(C)C=Cc2c(c3ccccc3[nH]c2=O)O1	3.0	-16.5	-1.7	1.8	-5.0	-1.7	-3.2	1.7	-0.1
CCC1CCC2(CC1)NC(=O)N(CC(=O)Nc1ccc(OC)c(Cl)c1)C2=O (stereo unspecified)	/	/	/	3.9	/	-4.5	/	-1.4	1.4
CC(=O)N1CCN(C(=O)c2ccc(Cl)c(S(=O)(=O)N3CCc4ccccc43)c2)CC1	/	/	/	2.7	/	-4.2	/	-0.9	-2.4
Cc1cc(C(=O)NNC(=O)/C=C/c2ccccc2Cl)c(C)o1	10.4	-0.5	-5.8	2.9	7.5	-3.2	-3.4	3.8	1.2
CCCOc1ccc(CC(=O)NCCc2ccccc2)cc1OC	-4.4	6.3	-2.5	2.7	-5.7	4.1	-2.9	0.9	-3.6
CCCOc1ccc(/C=C/c2[nH]c(=O)[nH]c(=O)c2[N+](=O)[O-])cc1OCC	-2.3	-11.6	-1.0	4.5	5.6	12.9	-2.4	-0.7	-7.7
Cc1nnc(SCC(=O)Nc2ccc(S(=O)(=O)Nc3ccc(Cl)nn3)cc2)s1	10.1	17.1	-2.9	-1.5	0.5	0.9	-1.2	/	-2.6
COC(=O)CN(c1ccc(OC)cc1OC)S(=O)(=O)c1ccccc1[N+](=O)[O-]	-1.7	6.1	-3.4	6.5	-0.2	15.1	-1.9	2.5	-1.9
CN1C(=O)/C(=C/c2ccccc2OCc2ccc(C(=O)O)cc2)NC1=S	-4.2	4.8	-3.1	6.1	-13.1	-25.0	-2.5	-1.8	-3.5
CC1CCN(CCCNC(=O)CCNC(=O)Cn2cnc3ccccc3c2=O)CC1	-13.2	-0.1	-4.2	-2.0	7.8	4.4	-2.3	6.5	-3.9
CC(C)(C)NC(=O)C1Cc2ccccc2CN1C(=O)Nc1cccc(Cl)c1 (stereo unspecified)	-12.9	-1.2	0.5	6.8	6.5	-14.7	-0.7	3.6	-3.1
COc1ccc(CN(CCCN2CCOCC2)S(=O)(=O)N(C)C)cc1OC	-4.2	-17.6	0.7	2.5	0.6	-16.2	-2.8	0.0	-0.3
COC(=O)CCCCC1SCC(NC(=O)c2ccccc2)C1OC(C)=O (stereo unspecified)	-12.2	9.4	-1.5	5.4	-6.6	-8.5	-3.4	-5.4	-2.0
Cc1cccc(C)c1NC(=S)NC(=O)c1ccc(Br)o1	-4.0	11.8	-3.7	6.3	-14.8	-1.1	-0.7	-11.4	-4.8
Cc1ccc2cc([N+](=O)[O-])ccc2n1	1.0	16.4	-2.3	/	-7.3	0.5	0.0	-0.8	-5.8
CC(C)C1=NN(C(=O)c2cccnc2)C(O)(C(F)(F)F)C1 (stereo unspecified)	3.6	-5.8	1.5	1.6	-1.4	25.4	0.4	-1.9	/
O=C(CNS(=O)(=O)c1ccccc1)N/N=C/c1ccc(O)cc1	-3.9	-0.8	2.7	1.0	-12.2	14.2	-2.6	-1.8	-3.8
O=C(OCC(=O)N1CCOCC1)c1ccccc1Cc1ccccc1	3.3	-1.9	-2.1	-1.2	-5.6	10.8	-3.2	3.0	3.8
COc1ccc(Cl)cc1C(=O)Nc1ccc(CN2CCCCC2)cc1	13.7	1.5	2.1	-4.4	-7.1	-14.0	0.5	6.2	4.0
Clc1ccc(Cl)c2sc(N3CCOCC3)nc12	/	/	-3.1	-1.2	-0.5	-12.5	-3.0	2.6	-4.7
CCN(Cc1ccncc1)C(=O)c1ccc(Br)o1	-39.4	2.5	0.0	1.7	-2.7	-13.4	-1.3	-0.2	0.4
Cc1[nH]c2ccccc2c1Cc1nnc(SCC(N)=O)o1	-17.4	19.0	0.3	1.3	-1.7	2.4	9.6*	4.9	-0.5
CC(C)c1ccc(/C=N/NC(=O)CC(=O)NCc2ccccc2)cc1	-7.2	5.0	-2.8	7.4	1.5	-20.6	-0.7	2.7	-3.8
COc1ccc(S(=O)(=O)N2CCc3ccccc32)cc1C(=O)Nc1ccc(NC(C)=O)cc1	/	/	/	1.8	/	2.8	/	-1.8	-8.0
COc1ccc(N(C)S(=O)(=O)c2ccc(Cl)c(C(=O)NCC(C)(C)N3CCOCC3)c2)cc1	/	/	/	-1.3	/	0.6	/	-1.6	-9.2
COCC(C)N1CCC(Oc2ccc(C(=O)NCc3ccccn3)cc2)CC1 (stereo unspecified)	2.8	-2.8	-0.2	4.0	3.3	21.6	0.3	-0.7	-3.5
CCOC(=O)C1=C(C)Nc2nc(SCC)nn2C1c1ccc(OC)cc1 (stereo unspecified)	-11.8	19.6	0.8	3.0	-5.2	-8.3	-1.4	-6.0	-3.7
COc1cc(C2=NOC(C(=O)Nc3c(C)n(C)n(-c4ccccc4)c3=O)C2)cc(OC)c1OC (stereo unspecified)	12.2	19.0	-2.2	3.4	-12.2	-0.9	-1.6	0.0	-5.9
CN(CC(=O)O/N=C(\N)c1ccccn1)S(=O)(=O)c1ccccc1	-1.2	3.5	-0.2	-2.5	12.4	19.2	-1.2	3.1	-4.3
O=C1N=c2ccccc2=C1c1sc(=S)n(Cc2ccccc2Cl)c1O	-7.5	23.2	-0.8	0.2	0.2	-0.2	-2.4	8.0	-6.6
CC(C)=CCN1CCN(Cc2cnc(C)s2)CC1CCO (stereo unspecified)	-16.5	14.0	1.4	3.0	10.6	-10.3	0.3	-0.6	-7.0
O=c1c2c(nc3c(-c4ccccc4)c[nH]n13)CCCC2	10.4	-15.8	-1.4	1.9	4.8	5.0	-3.7	5.3	-6.2
COc1ccc(-c2noc(CCCOc3ccccc3)n2)cc1OC	-10.3	-6.1	-2.8	1.3	-10.6	12.7	-1.7	-0.7	-1.6

# Arranged by molecular weight (lowest first): 5 of the compounds above
structure	p-CIP stab down	UBC9 SUMO inh	VIM-2 inhibitor	IDE cell activ	NS3 helicase inh	CRFBP-R2 block	IMP-1 inhibitor	IDE cell inh	GalR3 antagonist
CC(C)C1=NN(C(=O)c2cccnc2)C(O)(C(F)(F)F)C1 (stereo unspecified)	3.6	-5.8	1.5	1.6	-1.4	25.4	0.4	-1.9	/
CCN(Cc1ccncc1)C(=O)c1ccc(Br)o1	-39.4	2.5	0.0	1.7	-2.7	-13.4	-1.3	-0.2	0.4
Cc1cccc(C)c1NC(=S)NC(=O)c1ccc(Br)o1	-4.0	11.8	-3.7	6.3	-14.8	-1.1	-0.7	-11.4	-4.8
CN1C(=O)/C(=C/c2ccccc2OCc2ccc(C(=O)O)cc2)NC1=S	-4.2	4.8	-3.1	6.1	-13.1	-25.0	-2.5	-1.8	-3.5
COc1cc(C2=NOC(C(=O)Nc3c(C)n(C)n(-c4ccccc4)c3=O)C2)cc(OC)c1OC (stereo unspecified)	12.2	19.0	-2.2	3.4	-12.2	-0.9	-1.6	0.0	-5.9

# (listing goes on)
structure	p-CIP stab down	UBC9 SUMO inh	VIM-2 inhibitor	IDE cell activ	NS3 helicase inh	CRFBP-R2 block	IMP-1 inhibitor	IDE cell inh	GalR3 antagonist
COc1ccc2c(c1[N+](=O)[O-])CCC/C2=N/OC(=O)c1cccc2ccccc12	-8.2	-4.7	-2.2	8.0	0.5	4.5	-0.4	0.2	3.6
COc1ccc(/C=N/NC(=S)Nc2ccccc2)cc1COc1ccc(F)cc1F	-10.9	-9.6	-2.6	3.5	-3.8	-7.2	-2.5	1.1	-1.2
CC1CC(=NNC(=O)C2COc3ccccc3O2)CC(C)(C)C1 (stereo unspecified)	/	/	/	3.6	/	-1.5	/	5.9	-3.0
C=C1CCN([C@@H](CC(C)C)C(=O)NCc2cc(OC)c(OC)c(OC)c2)S(=O)(=O)c2ccccc21	/	/	/	-2.7	/	11.5	/	1.7	-2.7
Cn1c(N)c(C(=O)Nc2cccc(Cl)c2)c(=O)n(C)c1=O	3.5	-15.4	0.2	0.2	-8.9	-2.6	0.8	-4.2	-4.3
